RECQ1 inh – inhibitors of human RECQ1 DNA helicase | P46063 | RECQ1 DNA unwinding, red fluorescence kinetic read | Potency, µM (highest dose often 57.3 µM), for inactives: top-dose activity, negative = inhibition, actives largely listed as inhibitors | 0.54% of 240,000 active | AID 2549;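 further: plate controls were vehicle for no effect and no enzyme for full effect; nearly all actives have a fitted effect of over 30% in size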
Target sequence (P46063 whole entry, looked up): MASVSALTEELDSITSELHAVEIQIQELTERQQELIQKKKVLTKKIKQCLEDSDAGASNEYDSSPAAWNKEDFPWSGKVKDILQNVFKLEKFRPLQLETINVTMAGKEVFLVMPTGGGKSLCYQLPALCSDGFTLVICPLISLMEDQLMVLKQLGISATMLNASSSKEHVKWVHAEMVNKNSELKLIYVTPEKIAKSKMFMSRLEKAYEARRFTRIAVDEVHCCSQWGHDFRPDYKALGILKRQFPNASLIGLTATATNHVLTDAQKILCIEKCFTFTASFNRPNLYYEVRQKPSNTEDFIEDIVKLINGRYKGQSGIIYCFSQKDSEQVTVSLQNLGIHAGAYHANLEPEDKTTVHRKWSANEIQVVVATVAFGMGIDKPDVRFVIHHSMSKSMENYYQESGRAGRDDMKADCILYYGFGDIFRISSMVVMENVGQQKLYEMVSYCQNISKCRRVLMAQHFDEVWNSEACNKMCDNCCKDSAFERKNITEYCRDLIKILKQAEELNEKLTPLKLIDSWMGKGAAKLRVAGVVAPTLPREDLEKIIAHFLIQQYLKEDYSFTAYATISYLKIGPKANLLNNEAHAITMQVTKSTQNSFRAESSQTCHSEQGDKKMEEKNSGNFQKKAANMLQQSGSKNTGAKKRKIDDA
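RECQ1T1 50 nM; forked duplex (20 bp + 30-nt ss tails) 200 nM, ATP 2 mM final; pH 8.0, 2 mM MgCl2, 2.5 ug/ml poly(dI-dC); 15 min compound preincubation; discontinuous kinetic read over 2 h at RT.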
L3MBTL1 block – inhibitors of human L3MBTL1 | Q9Y468 | AlphaScreen L3MBTL1–H3K9me1 peptide binding | Potency, µM (series often up to 57.1 µM), inactives show at the top dose activity, negative = inhibition, hits mostly inhibitors | 0.66% of 230,000 active; further: on the % scale 0 is the no-effect control and ±100 the full control effect; nearly all actives have a fitted effect of over 60% in size
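Read-out is AlphaScreen signal from streptavidin donor and nickel chelate acceptor beads (10 ug/mL final each) bridging L3MBTL1 (50 nM) and biotinylated K9-monomethylated H3(1-15) peptide (75 nM), after 30 min compound exposure at room temperature.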
KDM4E inh – blocks human JMJD2E demethylase activity | 1.6% of 230,000 active | Potency, µM (titrated, usually from 57.1 µM), without a hit: top-dose activity change, negative = inhibition, hits mostly inhibitors | JMJD2E catalytic domain, FDH-coupled NADH fluorescence (FDH is formaldehyde dehydrogenase) | B2RXH2; active means well fitted inhibition curve with a large enough effect, not every such curve was filed as active; inconclusive means small, poorly fitted or top-dose-only effect, or another doubt; inactive means no such curve, though single readings can be large or run the other way;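 further: 0% = wells with enzyme and -100% = buffer wells without enzyme; nearly all actives have a fitted effect of over 50% in size; many of its hits are not listed in these tables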
Target sequence (B2RXH2 1-337 limits assumed): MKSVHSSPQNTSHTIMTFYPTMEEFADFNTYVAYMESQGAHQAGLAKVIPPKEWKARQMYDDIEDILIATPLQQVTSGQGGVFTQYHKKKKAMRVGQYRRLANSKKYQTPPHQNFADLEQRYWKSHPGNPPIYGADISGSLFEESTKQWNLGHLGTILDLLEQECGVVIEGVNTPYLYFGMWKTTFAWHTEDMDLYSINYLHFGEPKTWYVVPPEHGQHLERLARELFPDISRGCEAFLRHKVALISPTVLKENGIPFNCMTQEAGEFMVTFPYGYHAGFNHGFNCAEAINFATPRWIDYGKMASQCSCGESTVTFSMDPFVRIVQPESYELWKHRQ
Tau fibril ThT – blocks human tau fibril formation measured by thioflavin T | 2.1% of 270,000 active | recombinant tau K18 P301L (four-repeat tau fragment), heparin-induced fibrillization, ThT fluorescence | AID 1460 | Potency, µM (series often up to 57.4 µM), for the others: top-dose activity, negative = inhibition, actives largely listed as inhibitors | P10636; further: on the % scale 0 is the no-effect control and ±100 the full control effect; nearly all actives have a fitted effect of over 55% in size
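Heparin-induced fibrillization of the P301L-mutant K18 repeat-domain fragment of human tau was followed by ThT binding in quantitative high-throughput format.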
Lamin A splicing – modulators of lamin A splicing. HeLa LMNA splicing GFP/RFP minigene ratio, 48 h. Potency, µM (doses to about 46.1 µM), for inactives: top-dose ratio change, negative = inhibition, hits mostly inhibitors. 0.01% of 200,000 active; active means well fitted inhibition curve with a large enough effect in the signal ratio, with a control signal flat, not every such curve was filed as active; inconclusive means small, poorly fitted or top-dose-only effect, or effect the other way, or a change in a side signal; the % refers to the signal ratio; further: on the % scale 0 is the no-effect control and ±100 the full control effect
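S3 HeLa cells stably expressing lamin A-EGFP splicing minigene plus DsRed2, 600 cells/well, 48 h compound exposure at 37C. Laser-scanning cytometry; analysed as GFP (500-530 nm)/RFP (575-640 nm) total intensity ratio; 0.5% DMSO vehicle.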
ALDH1A1 inh – ALDH1A1 (human) enzyme inhibition | Potency, µM (series often up to 75.3 µM), without a hit: at the top dose activity, negative = inhibition, usual class: inhibitors | 7.3% of 220,000 active | Purified ALDH1A1, NADH fluorescence, propionaldehyde substrate | P00352; active means well fitted inhibition curve with a large enough effect, not every such curve was filed as active; inconclusive means small, poorly fitted or top-dose-only effect, or another doubt; inactive means no such curve, though single readings can be large or run the other way;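 further: plate controls were no enzyme wells and a reference inhibitor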
SMN2 splice up – enhancers of SMN2 splice variant expression. 2.8% of 210,000 active. Potency, µM (series often up to 46.1 µM), for inactives: top-dose activity change, positive = activation, usual class: activators. AID 1458. HEK293 SMN2-luciferase splicing reporter, luminescence, 30-36 h; further: % of control where 0% means no effect; nearly all actives have a fitted effect of over 55% in size
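qHTS luciferase splicing reporter: luminescence rises when SMN2 exon 7 is included in transfected HEK293 cells. Compound exposure lasted 30-36 h at 37C, with 4.5 mM final sodium butyrate as control, followed by a ONE-Glo read.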
KinaseGlo FLuc – counter-screen: inhibitors of Kinase-Glo firefly luciferase | Potency, µM (titrated, usually from 38.3 µM), for inactives: at the top dose activity change, negative = inhibition, actives largely listed as inhibitors | Kinase-Glo luciferase, ATP luminescence, 8 min | AID 1379 | Q27757 | 0.28% of 200,000 active; further: on the % scale 0 is the no-effect control and ±100 the full control effect; nearly all actives have a fitted effect of over 60% in size
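Recombinant Kinase-Glo luciferase, 10 uM ATP (linear range), luciferin; imidazole pH 7.2 / KCl / MgCl2 / Tween / BSA buffer; 8 min RT; luminescence.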
Starred values were filed as active, the others as inactive; i = inactive; ? = inconclusive; · = not tested or not shown; & = joins results of further samples; [ ] = remark or other dose. Unless noted, the call rests on the fitted dose curve; in most records, active means well fitted curve in the direction sought with a large enough effect; inconclusive means small, poorly fitted or top-dose-only effect, or another doubt; inactive means no such curve, though single readings can be large; an effect the other way counts as inactive or inconclusive. Potency means the concentration at half of the fitted maximal effect.

SMILES	RECQ1 inh	L3MBTL1 block	KDM4E inh	Tau fibril ThT	Lamin A splicing	ALDH1A1 inh	SMN2 splice up	KinaseGlo FLuc
Cc1nc2sc(C(c3ccc(Br)cc3)N3CC(C)OC(C)C3)c(O)n2n1 (stereo not given)	-2%	13%	5%	-8%	19%	0%	-12%	-4%
CCSc1nnc(NC(=O)CSc2nnc(-c3c[nH]c4ccccc34)n2CC)s1	0%	-13%	-2%	?	-19%	?	-22%	1%
NS(=O)(=O)c1ccc(CNC(=S)NC2CCCC2)cc1	i	12%	3%	-2%	-9%[46 µM]	6%	-2%	-2%
Cc1ccc(NC2=CC(=O)CC(C)(C)C2)cc1C	6%	·	-1%	-9%	-6%	-14%	34%	-3%
COc1ccc(Cl)cc1NC(=O)CSc1nc(C)cc(C)n1	-12%	0%	-2%	-1%	-7%[46 µM]	3%	·	1%
CC(C)NC(=O)c1ccccc1NC(=O)/C=C/c1cccc([N+](=O)[O-])c1	7%	5%	-6%	-10%	0%	3%	-35%[inhibitor]	-1%
O=C(COC(=O)Cc1ccccc1[N+](=O)[O-])NC1CCCC1	-1%	2%	5%	-1%	-10%[9.22 µM]	-1%	-2%	5%
CC(=O)N(C)c1ccc(NC(=O)COc2ccc(Br)cc2C)cc1	-7%	2%	-3%	-2%	?	16%	-12%	-2%
COc1ccc(C2C(C#N)=C(/N=C/N3CCN(C)CC3)OC3=C2C(=O)CC(C)(C)C3)cc1 (stereo not given)	i	-4%	-1%	-9%	13%	?	11%	12%
O=C(CC1(O)C(=O)N(CCc2ccccc2)c2ccccc21)c1ccccn1 (stereo not given)	-2%	·	1%	?	12%[46 µM]	?	-26%	-1%
O=C(NC1CCCCC1)C(c1cccs1)N(C(=O)C(F)(F)F)c1ccccc1 (stereo not given)	-1%	1%	6%	3%	9%	-4%	-10%	-2%
CC12CCC(C(=O)NNc3ccc([N+](=O)[O-])cc3)(OC1=O)C2(C)C (stereo not given)	-1%	2%	6%	7%	·	·	·	·
COc1ccc(C(=O)CNc2ccc3ccccc3c2)cc1	i	-8%	?	?	0%[46 µM]	?	13%	0%
C/C(=N\NS(=O)(=O)c1ccccc1)c1ccccc1	-9%	6%	0%	0%	-11%[46 µM]	0%	·	-1%
COc1ccc(N2C(=O)CC(N3CCOCC3)C2=O)cc1 (stereo not given)	-2%	·	0%	-2%	0%	25µM*	-9%	2%
COc1cc(C=Nc2ccccc2C(=O)Nc2ccccc2)cc(OC)c1OC	-1%	1%	?	3%	4%	?	1%	1%
COc1cc(C(CC(=O)O)n2cnnn2)ccc1OC(C)C (stereo not given)	-2%	·	5%	1%	-5%[9.22 µM]	4%	·	9%
O=C(CSCCO)Nc1ccc(C23CC4CC(CC(C4)C2)C3)cc1	-2%	2%	0%	-4%	1%	-7%	-72%[inhibitor]	-4%
COc1ccc(-c2cc(=O)c3c(O)c(OC)c(O)cc3o2)cc1	-11%	3%	-12%	?	·	-10%	·	·
COP(=O)(OC)C(Nc1cc(Cl)cc(Cl)c1)c1cccc(O)c1 (stereo not given)	i	-1%	14%	0%	19%[46 µM]	-8%	-17%	1%
C/C(N)=C(/C#N)C(=O)COC(=O)c1oc2ccccc2c1COC(C)C	-19%	·	-5%	-9%	14%[46 µM]	-2%	2%	-2%
O=C(CN1CCN(CCO)CC1)Nc1ccccc1	-4%	17%	2%	6%	-7%	?	-5%	-1%
CCn1cc(C(=O)N/N=C(/C)c2ccc(F)cc2)c(=O)c2cc(F)c(N3CCCC3)cc21	-3%	3%	-2%	-6%	6%	-5%	-10%	-4%
CCOc1cccc(=O)c2c(C)n(Cc3ccccc3)c(C)c12	i	-8%	-12%	?	19%[46 µM]	-12%	-8%	-5%
c1csc(-c2nc(-c3ccncc3)no2)c1	-1%	4%	-2%	-3%	2%	14%	16µM*	-13%
S=c1[nH]nc(-c2ccccc2)c2ccccc12	i	-6%	-2%	-17%	0%[46 µM]	8.9µM*	8%	-4%
CCc1nnc(SCC(=O)Nc2ccc3c(c2)OCO3)o1	i	·	2%	-12%	-6%	-1%	?	-1%
Cc1ccc(S(=O)(=O)NCCSc2nnnn2-c2ccccc2)cc1	-5%	7%	15%	5%&-1%	?	1µM*	-7%&-20%	1%
CN(C(=S)NC(=O)Cc1ccccc1)c1ccccc1	i	9%	-7%	-7%	?	?	1%	4%
Cc1ccc(C(C(=O)Nc2ccc3c(c2)OCO3)N(C)C(=O)/C=C\c2ccc3c(c2)OCO3)cc1 (stereo not given)	-13%	-14%	?	?	?	?	-1%	-2%

Overlap with the part before: three compounds, followed by the next part.
SMILES	RECQ1 inh	L3MBTL1 block	KDM4E inh	Tau fibril ThT	Lamin A splicing	ALDH1A1 inh	SMN2 splice up	KinaseGlo FLuc
Cc1ccc(S(=O)(=O)NCCSc2nnnn2-c2ccccc2)cc1	-5%	7%	15%	5%&-1%	?	1µM*	-7%&-20%	1%
CN(C(=S)NC(=O)Cc1ccccc1)c1ccccc1	i	9%	-7%	-7%	?	?	1%	4%
Cc1ccc(C(C(=O)Nc2ccc3c(c2)OCO3)N(C)C(=O)/C=C\c2ccc3c(c2)OCO3)cc1 (stereo not given)	-13%	-14%	?	?	?	?	-1%	-2%
CCn1c(Nc2ccccc2Cl)nc2ccccc21	i	-6%	0%	-6%	11%[46 µM]	9%	15%	-4%
CC(C)(O)C#Cc1ccc(CN2CCN(Cc3ccccc3)C(CCO)C2)s1 (stereo not given)	i	41%[activator]	-2%	-5%	·	-1%	·	·
CC(C)(C)C(=O)NC(NC(=O)C(C)(C)C)c1ccc([N+](=O)[O-])cc1	0%	3%	11%	5%	10%	6%	-5%	1%
O=C(N/N=C/c1ccc(-c2cccc([N+](=O)[O-])c2)o1)c1ccc([N+](=O)[O-])cc1	-9%	-13%	-7%	5.6µM*	?	1%	-2%	6%
O=C(COC(=O)c1ccc(Br)o1)NCC1CCCO1 (stereo not given)	-12%	·	2%	-5%	4%	-5%	17%	-2%
O=C(CSc1nc2[nH]ncc2c(=O)n1-c1ccccc1)c1ccc2c(c1)OCCO2	-6%	16%	-1%	-9%	?	0.32µM*	-19%	-5%
Cc1cccc(OCc2nnc(SCC(=O)OC3CCCCC3)o2)c1	i	44%[activator]	0%	?	?	-16%	-5%	1%
COCCN1C(=O)N[C@@H](c2ccccc2)[C@@H](C(=O)OC)[C@H]1C	i[11.5 µM]	·	-3%[11.4 µM]	7%[11.5 µM]	10%[9.22 µM]	4%[13.5 µM]	-3%[9.22 µM]	-4%[7.66 µM]
O=C(NC1CC1)c1ccc(S(=O)(=O)NC2CCCCCC2)cc1	-14%	-2%	4%	4%	?	-4%	-14%	3%
O=C(c1ccc2c(c1)OCO2)N1CCC(Cc2ccccc2)CC1	-6%	16%	4%	-9%	·	·	·	·
Cc1nc(N2CCC(C(N)=O)CC2)c2nnn(Cc3ccccc3)c2n1	-4%	·	-3%	-9%	4%	-12%	11%	-2%
O=C(NC(Cc1ccccc1)C(=O)O)c1ccc(S(=O)(=O)N2CCCCC2)cc1 (stereo not given)	-4%	·	-2%	-9%	4%	-7%	-8%	-2%
O=C(Nc1ccc(Oc2ccc(NC(=O)C3CCCO3)cc2)cc1)C1CCCO1 (stereo not given)	-5%	0%	-4%	-12%	2%	?	-10%	1%
O=C(O)CCNS(=O)(=O)c1ccccc1C(F)(F)F	3%	28%	2%	5%	9%[46 µM]	3%	4%	-1%
Cc1onc(-c2c(Cl)cccc2Cl)c1C(=O)N1C=CC(C(F)(F)F)=NCC1	1%	6%	-3%	-12%	-4%	-6%	-11%	3%
O=C1NN(c2ccccc2)C(=O)/C1=C\c1ccccc1OCC(=O)N1CCOCC1	-7%	-4%	-4%	?	10%	?	15%	-3%
Oc1ccc(N2CCN(C(c3ccccn3)c3nnnn3C3CCCC3)CC2)cc1 (stereo not given)	-7%	-5%	?	?	-20%	25µM*	-4%	1%
O=C(NC1CCCCC1)NC1(C(=O)N2CCN3CCCC3C2)CCCCC1 (stereo not given)	-1%	-2%	-3%	3%	-8%	8%	4%	2%
CCCOC(=O)c1ccc(Oc2c(-c3ccc(O)cc3O)n[nH]c2C)cc1	-1%	-5%	-2%	-5%	-3%	3%	·	·
CC(=O)C(C(C)=O)c1c(Cl)c(O)c(O)c2c(C(=O)c3ccccc3)coc12	-21%	-20%	16µM*	16µM*	?	7%	-7%	-5%
O=[N+]([O-])c1ccc(CN2CCOCCOCCOCC2)cc1	6%	-12%	-2%	2%	-2%	-10%	-2%[1.84 µM]	1%
CN1CCN(C(=O)C2=C[C@@H](c3ccc4c(c3)OCO4)C[C@@H](OCc3ccc(CO)cc3)O2)CC1	i	-2%	6%	-5%	·	7%	·	·
Cn1c(CSCc2ccc(F)cc2)nnc1SCC(=O)Nc1cccc(C(=O)O)c1	-2%	9%	0%	-4%	·	·	·	·
CC1CCCN(C(=O)COc2ccc(Nc3ccccc3)cc2)C1 (stereo not given)	-5%	?	-5%	-13%	-27%[46 µM]	28µM*	-19%	2%
CC12C(=O)N(Cc3ccco3)C(=O)C1C1c3ccccc3C2c2ccccc21 (stereo not given)	8%	·	-3%	1%	-4%	16µM*	-36%[inhibitor]	2%
Cc1ccc2nc(NC(=O)CSCc3ccccc3)sc2c1	i	·	1%	-3%	1%	12%	-2%	-2%
CC(=O)c1ccc(Sc2ccccc2N)c([N+](=O)[O-])c1	2%	?	-21%	?	?	-5%	·	·
COc1cccc(/C(O)=C2/C(=O)C(=O)N(CCN(C)C)C2c2ccccn2)c1 (stereo not given)	-2%	-2%	?	?	2%	?	-9%	-8%
COc1cc(/C=C2\SC(=Nc3cccnc3)NC2=O)cc(OC)c1OC	-13%	1%	2%	?	·	7%	·	·
COc1cccc(Nc2ncc3nc(C)c(=O)n(CCC#N)c3n2)c1	-6%	·	·	·	·	2%	-8%	-1%
c1cncc(-c2nn[nH]n2)c1	i	4%	2%	0%	0%	4%	-6%	2%

A portion of the library, so the mix of outcomes need not match the whole.
